# Screens from PubChem BioAssay.
# Thrombin inh: human alpha-thrombin inhibitors, primary screen, counter-screen for coagulation protease inhibitor project, biochemical, 1536-well, fluorogenic AMC substrate; Boc-VPR-AMC fluorogenic substrate cleavage; inhibition, % at 5 µM; Prothrombin (Homo sapiens), P00734; 220,000 compounds, 0.26% hits;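 active = inhibition at or above 40%; inactive = inhibition below 40%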;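 also: 0% = enzyme with no compound and 100% = wells without enzyme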
#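 System – human alpha-thrombin protein · Reagent – Boc-VPR-AMC substrate, 15 µM final · Compound – 5 µM single dose in 0.2% DMSO · Schedule – reaction at room temperature · Technique – AMC fluorescence at 355 nm excitation and 460 nm emission · Read-out basis – % inhibition relative to enzyme controls and enzyme-free blanks · Control set – no-compound enzyme wells and no-enzyme blanks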
# Cl transport mod: KCC2 cotransporter modulators, thallium flux, primary screen, cell-based, HEK293 KCC2, FluoZin-2 fluorescence, MLSMR; B-score of Tl+ flux slope (higher = more flux/activation; lower = inhibition) at 10 µM; KCC2 cells, thallium flux FluoZin-2 fluorescence; Solute carrier family 12 member 5 (Homo sapiens), Q9H2X9; 190,000 compounds, 2.2% hits;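 active = thallium flux slope and its plate-corrected score both differing from the plate sample mean at a set confidence after two filtering rounds, in either direction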;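 also: slope of fluorescence scaled to starting intensity during 10 to 20 s after thallium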
# Target sequence (Q9H2X9 whole entry, looked up): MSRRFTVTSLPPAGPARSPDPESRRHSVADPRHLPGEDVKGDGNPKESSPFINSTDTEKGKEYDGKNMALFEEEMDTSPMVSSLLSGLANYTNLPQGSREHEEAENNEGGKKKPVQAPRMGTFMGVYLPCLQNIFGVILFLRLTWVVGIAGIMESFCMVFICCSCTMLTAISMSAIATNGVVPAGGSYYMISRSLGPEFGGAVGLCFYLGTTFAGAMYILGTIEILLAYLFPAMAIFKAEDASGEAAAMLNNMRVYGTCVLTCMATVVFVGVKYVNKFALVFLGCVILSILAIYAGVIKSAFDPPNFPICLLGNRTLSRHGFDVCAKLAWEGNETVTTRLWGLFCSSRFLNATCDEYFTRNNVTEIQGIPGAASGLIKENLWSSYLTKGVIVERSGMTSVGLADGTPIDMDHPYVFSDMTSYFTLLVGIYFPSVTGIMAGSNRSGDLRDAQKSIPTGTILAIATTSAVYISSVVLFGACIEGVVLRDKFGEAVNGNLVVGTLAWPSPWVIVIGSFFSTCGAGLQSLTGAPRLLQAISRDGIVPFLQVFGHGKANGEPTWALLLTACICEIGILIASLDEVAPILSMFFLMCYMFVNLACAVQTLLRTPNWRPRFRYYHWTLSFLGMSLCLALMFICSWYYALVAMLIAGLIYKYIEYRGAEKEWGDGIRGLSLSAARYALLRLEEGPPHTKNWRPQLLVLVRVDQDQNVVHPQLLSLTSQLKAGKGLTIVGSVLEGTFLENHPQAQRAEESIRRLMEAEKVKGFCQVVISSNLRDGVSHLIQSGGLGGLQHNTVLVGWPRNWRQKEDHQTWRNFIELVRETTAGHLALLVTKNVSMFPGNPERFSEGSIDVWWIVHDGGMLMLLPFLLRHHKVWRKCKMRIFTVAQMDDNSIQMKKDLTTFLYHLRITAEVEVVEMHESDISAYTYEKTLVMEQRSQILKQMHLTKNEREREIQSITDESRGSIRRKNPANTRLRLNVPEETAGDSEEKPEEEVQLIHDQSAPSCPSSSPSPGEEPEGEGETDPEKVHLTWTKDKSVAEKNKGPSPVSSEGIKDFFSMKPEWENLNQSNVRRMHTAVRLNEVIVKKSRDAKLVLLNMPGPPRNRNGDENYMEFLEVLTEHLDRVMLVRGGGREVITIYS
# KLK5 inh: human KLK5 protease inhibitors, primary screen, biochemical, 1536-well; recombinant hK5, fluorogenic AMC substrate cleavage; inhibition, % at 5 µM; 210,000 compounds, 0.59% hits;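 active = inhibition of 40% or more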;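 also: 0% = enzyme controls without compound and 100% = no-enzyme blanks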
# Rad51 HR inh: human RAD51 strand exchange inhibitors, primary screen, biochemical, fluorescence; DNA repair protein RAD51 homolog 1 (Homo sapiens), Q06609; hRad51 DNA strand exchange, fluorescence dequenching; inhibition, % at 10 µM; 200,000 compounds, 0.085% hits;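 active = inhibition above 40% at the single screening dose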;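 also: 0% = DMSO control wells and 100% = blanks with heterologous ssDNA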
#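 Material: hRad51 filaments on single-stranded DNA; Reagent: Donor/quencher-labelled 47-bp dsDNA substrate; Compound: 10 µM final, single point; Schedule: 37 °C 15-min filament assembly, 30-min compound preincubation, 15-min exchange; Technique: FRET fluorescence, excitation 485 nm, emission 520 nm; Benchmarks: control wells and blank wells on each plate.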
# FXIa inh: human FXIa protease inhibitors, primary screen, biochemical, 1536-well; Coagulation factor XI (Homo sapiens), P03951; purified FXIa, Boc-Glu-Ala-Arg-AMC fluorogenic substrate; inhibition, % at 5 µM; 220,000 compounds, 0.14% hits;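 active = inhibition of at least 40%; inactive = inhibition below 40%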;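 also: fluorescence of freed AMC excited at 355 nm; 0% = enzyme without compound and 100% = no enzyme blank; many of its hits are not listed in these tables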
# zVAD death inh: inhibitors of zVAD-triggered necroptosis, primary screen, L929 cells; L929 zVAD necroptosis rescue, ATP luminescence, 24 h; with zVAD 60 µM; viability rescue, % at 10 µM; 220,000 compounds, 0.38% hits; AID 1377, 2008;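 active = activation, scaled between plate controls, above about 75%, limit read from the data; inactive = activation under that limit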;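 also: 0% = zVAD with DMSO and 100% = DMSO alone without zVAD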
# FXIIa inh: human FXIIa protease inhibitors, primary screen, biochemical, 1536-well; Coagulation factor XII (Homo sapiens), P00748; purified FXIIa, Boc-QGR-AMC fluorogenic substrate, 2 h; inhibition, % at 5 µM; 220,000 compounds, 0.3% hits; AID 800, 2007; in the data active = inhibition above about 40%;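 also: 0% = enzyme with no compound and 100% = blank without enzyme; many of its hits are not listed in these tables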
# Hck Nef HTS: inhibitors of Nef-activated human Hck kinase, primary screen, biochemical, Z-Lyte FRET, 384-well, Hck-YEEI. Tyrosine-protein kinase HCK (Homo sapiens), P08631. Recombinant Hck-YEEI plus Nef, Z-Lyte FRET kinase assay. inhibition, % at 20 µM. 220,000 compounds, 0.68% hits;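 active = Hck-Nef kinase inhibition above about 50%, limit read from the data; inactive = inhibition below that limit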;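 also: 0% = DMSO with Hck plus Nef and 100% = Hck alone without Nef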
# TNF death inh: inhibitors of TNF-alpha triggered necroptosis, primary screen, cell-based, Jurkat FADD-/-, single concentration; Jurkat FADD-/- TNF necroptosis rescue, ATP luminescence, 24 h; 0 = TNF only, 100 = no-TNF cells; activation (protection from cell death), % at 10 µM; 220,000 compounds, 0.068% hits;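 active = activation, meaning protection from cell death, of at least 50% relative to plate controls; inactive = activation below 50%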;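 also: necroptosis triggered by 40 ng/mL TNF-alpha added together with compound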
# * marks the source's active call; other numbers are inactive results; x = no result given. These rows are one share of the data; rates above refer to the full screens.
SMILES,Thrombin inh,Cl transport mod,KLK5 inh,Rad51 HR inh,FXIa inh,zVAD death inh,FXIIa inh,Hck Nef HTS,TNF death inh
COc1ccc(/C=N\NC(=O)CNC(=O)C(c2ccccc2)c2ccccc2)cc1[N+](=O)[O-],-2.6,-0.474,-6.2,-3.2,5.0,0.7,2.2,2.0,1.4
O=[N+]([O-])c1ccc(C2CNC(c3ccccc3)O2)cc1 (stereo unspecified),-1.6,x,-6.2,-14.2,-1.0,0.1,0.5,6.0,0.3
NC(=O)c1nn(-c2ccccc2)nc1NC(=O)Cn1nnc(-c2ccccc2)n1,-9.4,-0.631,-24.0,x,0.5,0.2,5.0,1.5,2.3
COC(=O)c1ccc(COC(=O)c2ccc(S(=O)(=O)N3CCC(C)CC3)cc2)o1,-1.9,x,2.1,-6.3,-3.4,-0.2,9.0,-1.6,0.6
O=C1CNC(=O)/C1=C\N1CCN(C(c2ccccc2)c2ccccc2)CC1,4.1,-1.52,-8.1,x,2.4,0.5,14.6,2.0,-0.8
CCOC(=O)c1ccc(NC(=S)N2CCSC2c2c(F)cc(F)cc2F)cc1 (stereo unspecified),-13.2,-0.646,-5.4,-1.0,1.1,-0.3,8.0,1.7,0.0
Cc1nc(C)n(C(C)CC(=O)O)n1 (stereo unspecified),-5.1,0.547,-14.5,7.3,5.6,0.6,13.6,1.3,-0.2
NS(=O)(=O)c1ccc(CNC(=O)/C=C/c2cccc(Cl)c2)cc1,-7.4,-0.818,-10.8,9.1,-6.1,0.2,4.7,1.8,1.1
CCOC(=O)CSC1=NC(=O)/C(=C\c2ccc(OC(C)=O)cc2)S1,19.9,x,52.6*,-1.6,13.4,10.5,17.1,3.7,-4.7
O=C(c1ccccc1)N1CCCC(c2nc3c(nnn3Cc3ccccc3)c(=O)[nH]2)C1 (stereo unspecified),-2.6,-0.811,-2.4,-10.6,5.9,-0.5,9.3,1.2,-1.9

# An excerpt from above with just Rad51 HR inh and zVAD death inh:
SMILES,Rad51 HR inh,zVAD death inh
NC(=O)c1nn(-c2ccccc2)nc1NC(=O)Cn1nnc(-c2ccccc2)n1,x,0.2
CCOC(=O)CSC1=NC(=O)/C(=C\c2ccc(OC(C)=O)cc2)S1,-1.6,10.5

# (more compounds)
SMILES,Thrombin inh,Cl transport mod,KLK5 inh,Rad51 HR inh,FXIa inh,zVAD death inh,FXIIa inh,Hck Nef HTS,TNF death inh
CC(C)(C)S(=O)(=O)c1ccccc1C(=O)O,-23.9,0.456,-1.6,1.3,2.7,0.1,3.3,2.0,0.3
CC1Cc2ccccc2N1Cc1cc(=O)n2ccsc2n1 (stereo unspecified),2.9,0.358,-20.7,-4.2,16.0,0.3,33.5,2.8,-0.8
O=C(CNCCN1CCOCC1)Nc1ccccc1Sc1ccccc1,-0.2,0.928,-20.0,-14.8,10.9,0.6,15.2,5.7,2.1
O=C(Cc1cccs1)Nc1nnc(SCc2ccc(F)cc2)s1,-7.1,1.5,10.2,-2.4,-4.4,4.6,4.3,0.1,6.4
Cc1ccc(-c2cc(-c3ccccc3)c(C#N)c(N)n2)o1,-6.0,-3.12,-16.3,-14.3,-4.2,-0.4,6.0,37.7,-1.3
CC(C)(CC(=O)O)Cc1nc(-c2ccc(Cl)cc2)no1,-3.7,x,-1.7,0.3,-2.2,1.0,9.7,18.3,1.0
NC(=NCCc1ccccc1)NS(=O)(=O)c1ccccc1,-0.3,-0.208,-5.7,17.2,1.4,0.1,5.0,1.5,0.1
Cc1ccc(-c2nnc(N3CCN(C(=O)c4cccs4)CC3)c3ccccc23)cc1,-2.1,-1.31,1.7,-1.9,-3.9,-0.2,5.5,8.8,-10.5
Cn1c(Cn2cnc([N+](=O)[O-])n2)nnc1SCC(=O)Nc1ccc(Br)cc1,x,-0.517,-2.3,3.6,-0.1,1.0,4.4,20.3,1.7
O=C1/C(=C\c2ccccc2)CCc2c1[nH]c1ccccc21,-3.9,x,2.8,3.8,-6.0,20.9,14.2,-0.2,-11.1
Cc1c(CN(C)Cc2cn(C)nc2-c2ccccc2F)[nH]c2ccccc12,-11.4,0.008,-6.9,3.2,-8.6,0.9,0.2,16.2,6.7
COCC1CCCCN1Cc1cn(-c2ccccc2)nc1-c1ccc2c(c1)OCO2 (stereo unspecified),-3.4,0.273,-3.4,1.2,-3.6,0.3,2.1,18.6,3.2
Cc1ccc(C(=O)CSc2n[nH]c(-c3ccco3)n2)cc1C,-8.7,-1.87,-9.0,-1.9,-10.2,-0.1,3.1,2.5,0.4
CN(CCO)c1ncnc2nc[nH]c12,1.1,0.285,14.5,-1.9,0.7,0.6,2.2,16.6,1.5
Cc1cc(Cl)n2nc(C)c(-c3ccc(Cl)cc3)c2n1,-2.9,-0.795,3.2,1.7,-0.6,-1.4,6.1,19.3,-7.4
C/C(=N\NC(=O)c1ccoc1C)c1cccnc1,-0.2,0.336,-1.1,24.8,1.8,2.1,9.4,10.8,0.5
O=C(Nc1cc(S(=O)(=O)N2CCCCC2)ccc1O)c1ccccc1NS(=O)(=O)c1ccc(F)cc1,-4.2,-0.0863,-17.3,-3.4,3.6,0.6,9.1,3.9,0.6
COc1ccc(F)cc1S(=O)(=O)NCc1ccccc1,-2.4,0.374,-3.9,2.2,4.8,0.5,10.9,1.4,2.6
O=C(NCCCN1CCCC1=O)c1ccc2c(=O)n(-c3ccccc3F)c(=S)[nH]c2c1,-0.7,x,3.9,-3.4,-0.9,3.1,12.2,22.7,-0.2
COc1ccccc1NC(=O)C(=O)NCc1ccncc1,-4.4,1.22,-14.6,x,-2.0,1.4,5.2,4.6,0.7
CC(C)c1nc2ccc(Br)cn2c1NC1CCCC1,0.2,0.0508,2.5,9.1,0.9,0.4,10.3,27.9,0.8
COc1cc(C(=O)NCCC(=O)NCCN2CCOCC2)cc(OC)c1OC,0.9,-0.32,7.1,-0.5,8.7,-0.2,19.5,-1.0,0.1
COc1cccc(C(=O)Nc2ccc(-c3nnc(-c4ccco4)o3)cc2)c1,-5.7,-0.239,-0.5,2.4,-7.4,0.1,-5.7,1.8,-3.8
CCOC(=O)c1cnc(SCCN2CCOCC2)nc1N,-2.5,0.0669,0.4,-1.4,-3.0,9.1,7.6,17.8,1.3
CN1CCCN(C(=O)/C=C/c2ccc(Cl)cc2Cl)CC1,-9.4,0.155,-6.2,0.5,-5.8,1.1,-0.2,-9.4,3.2
Cc1cc(NC(=O)C(C)C)ncc1NC(=O)c1cccc(F)c1,-1.1,x,-0.2,5.8,12.8,-0.2,18.6,0.1,2.6
COc1ccc(Cl)cc1N1CC(c2nc3ccccc3[nH]2)CC1=O (stereo unspecified),-2.2,0.00925,-3.3,-6.8,-4.0,1.4,8.2,17.0,0.7
CN1CCC(=NNC(=O)C(=O)Nc2ccc(F)cc2)CC1,-5.2,-0.0468,-0.9,-8.5,-4.0,1.9,10.9,-17.9,-0.5
Cc1ccc(OCC(=O)NCc2cccs2)cc1,-3.4,0.041,-3.5,-2.2,-4.6,0.1,4.7,-3.9,-0.4
COc1ccc([N+](=O)[O-])cc1N(CC(=O)NC1CCCC1)S(C)(=O)=O,-0.2,0.343,-23.5,-1.7,-8.2,3.0,-8.2,-1.6,0.7
CCOc1cc(C(N)=O)cc(Br)c1OCC,0.7,-0.0795,4.6,-5.2,-0.5,-0.6,9.1,-17.8,-0.9
Fc1ccc(N2CCN(c3nc(CN4CCOCC4)nc4scc(-c5ccccc5)c34)CC2)cc1,1.6,0.0553,-10.7,2.6,5.8,1.2,6.6,22.1,1.4
Cn1nc(-c2ccccc2)c(/C=N/O)c1Cl,1.5,-0.37,-9.1,20.0,21.7,4.0,4.1,20.8,-0.9
O=C(CSc1nnc(SCc2ccc(Cl)cc2)s1)c1ccc2c(c1)OCO2,-1.7,-4.09,-12.8,5.7,0.0,0.0,6.1,1.9,3.9
CN(C)CCCN(C(=O)c1ccco1)c1nc2ccc(F)cc2s1,-7.3,1.2,-3.8,2.5,-6.3,0.8,9.2,11.4,3.5
N#C/C(=C\c1cc2ccccc2nc1N1CCOCC1)C(=O)Nc1ccc(N2CCOCC2)cc1,-0.5,0.201,12.1,-8.8,-1.4,0.1,7.9,2.2,1.5
CC(C)(C)NC(=O)c1cccc(NC(=O)c2ccco2)c1,2.7,-0.758,1.8,9.8,9.4,-0.5,17.8,3.3,-0.4
COc1cccc(-n2nc3c(-n4ncc(C#N)c4N)nnc(C)c3c2C)c1,0.4,0.355,-9.5,-4.4,6.2,0.1,16.2,8.8,-3.8
Cc1ccc(C(C)C)cc1OCCCCN1CCCC1,-10.0,0.505,-18.5,-3.2,-0.5,-0.5,9.8,-4.8,2.4
CC1CCN(c2nc3c(c(=O)[nH]c(=O)n3C)n2CC(C)CSc2nnnn2-c2ccccc2)CC1 (stereo unspecified),-0.1,-0.563,3.7,15.5,11.5,-0.3,10.2,2.4,-8.2
COCCNc1nc2nonc2nc1N1C[C@H]2CC[C@H]1C2,-1.3,-0.266,x,x,-0.6,-0.5,5.1,-0.5,0.2
Cc1cc(NC(=O)CN2CCC(O)(c3cccc(F)c3)CC2)no1,1.3,0.55,-3.3,2.4,1.3,0.1,14.8,0.5,-1.2
CC(Cc1cccs1)NC(=O)c1cccc(Cl)c1 (stereo unspecified),0.0,-0.604,-6.4,17.5,6.9,1.3,13.5,-11.5,1.3
Cc1ccc(C(=O)NCCCn2ccnc2)o1,-0.2,x,1.3,0.2,5.6,-0.5,10.5,0.0,-2.7
COc1cc(C(=O)OCc2ccc(C)cc2)cc(NC(=O)c2cccs2)c1OC,-6.8,-0.0493,-19.8,-2.6,8.3,0.8,9.0,10.5,0.6
COC(=O)c1ccccc1NC(=O)c1cn(-c2ccc(C)c(C)c2)c(=O)c2ccccc12,-5.2,-1.2,-8.8,0.9,4.1,0.4,19.2,0.4,-0.4
Cc1ccc(/C=N/n2c(C)nnc2C)cc1,2.9,x,-25.0,1.9,5.0,0.8,16.6,5.3,0.1
c1ccc(N2CCN(c3nc4cc5c(cc4s3)OCCO5)CC2)cc1,3.1,0.0659,-4.5,-3.2,-1.1,-0.3,13.5,0.0,-2.6
Cc1nonc1NC(=O)c1ccccc1Br,-8.3,x,-14.9,14.7,-3.7,0.2,0.4,0.2,-0.2
